GBA activity up: glucocerebrosidase activity enhancement; L444P Gaucher fibroblasts, 4-MU-glucoside fluorescence, 3 days; P04062; AID 784; activation, % at 10 µM; actives 0.44% (n = 30,000); in the data active means activation above about 65%;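 further: 0% = vehicle wells and 100% = positive control wells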
Target sequence (P04062 whole entry L483P): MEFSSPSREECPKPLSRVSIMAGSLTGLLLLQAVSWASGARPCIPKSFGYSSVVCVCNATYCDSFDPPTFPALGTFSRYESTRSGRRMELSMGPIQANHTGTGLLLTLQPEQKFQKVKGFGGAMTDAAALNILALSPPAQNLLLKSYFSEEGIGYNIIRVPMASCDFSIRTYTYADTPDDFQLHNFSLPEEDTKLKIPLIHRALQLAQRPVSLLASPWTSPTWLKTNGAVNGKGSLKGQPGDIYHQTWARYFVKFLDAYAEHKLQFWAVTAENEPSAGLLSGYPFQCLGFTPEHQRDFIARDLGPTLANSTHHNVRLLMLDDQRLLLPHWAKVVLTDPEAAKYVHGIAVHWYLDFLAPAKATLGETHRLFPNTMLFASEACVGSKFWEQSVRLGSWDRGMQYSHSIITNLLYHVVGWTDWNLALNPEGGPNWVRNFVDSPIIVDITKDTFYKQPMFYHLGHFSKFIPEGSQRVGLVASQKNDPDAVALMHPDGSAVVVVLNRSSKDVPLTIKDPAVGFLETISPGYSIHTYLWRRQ
* marks the source's active call; other numbers are inactive results. These rows are one share of the data; the hit share may differ from the screen's.

SMILES | GBA activity up
COc1ccc2oc(=O)c(C(=O)N3CCN(c4ccc(F)cc4)CC3)cc2c1 | 30
O=C(Nc1ccccc1)C1CCN(c2nccs2)CC1 | -12
C=C(C)CSc1nc(N)cc(=O)[nH]1 | 7
CS(=O)(=O)N1CCN(C(=O)c2cccnc2)CC1 | -5
O=C(NCc1ccc2c(c1)OCO2)c1ccc2c(c1)C(=O)N(Cc1cccnc1)C2=O | -48
Cc1ccc(S(=O)(=O)N2CCN(S(=O)(=O)N3CCCCC3)CC2)c(C)c1 | 8
Cc1cccc(NC(=O)c2cnc3scc(C)n3c2=O)c1 | -2
COc1ccc(OC)c(S(=O)(=O)n2cccn2)c1 | -20
O=C(CN1CCC(n2nnc3ccccc32)CC1)Nc1ccc2c(c1)CCC2 | -7
CCOC(=O)CSc1nc2c(c(=O)n1-c1ccc(OCC)cc1)SCC2 | -20
Cc1cc(C)c2c(n1)nn1c(N3CCN(c4ccccc4C)CC3)cc(C)nc21 | -11
O=C(O)CCc1ccc(-c2cccs2)n1Cc1ccco1 | -57
O=C1c2ccccc2C(=O)N1CCCc1nc(-c2cccnc2)no1 | 4
Cc1nn2c3ccccc3nc2c2ccccc12 | -10
O=C(CSc1nnc(Cc2ccccc2)n1-c1cccc(Cl)c1)N1CCOCC1 | -8
CC1=CCC2C(=O)N(c3nc4ccccc4n3C)C(=O)C2C1 (stereo not given) | -11
Cc1nn(CC(O)Cn2c3c(c4ccccc42)CCN(C)C3=O)c(C)c1Br (stereo not given) | 11
COc1ccc(NC(=O)c2ccco2)cc1NC(=O)c1ccc(C)cc1 | 4
Cc1ccc(C(=O)c2cncc(Br)c2)cc1 | 21
Cc1ccc(CNc2ccc(N3CCOCC3)cc2)s1 | 21
CCOC(=O)c1c(C)[nH]c(C(=O)COc2ccc3c(c2)OCO3)c1C | 6
O=C(CN1CCN(C(=O)N2CCOCC2)CC1)Nc1ccc(Br)cc1 | 6
COc1ccc(CN(Cc2nc3ccccc3c(=O)[nH]2)C(=O)NC2CCCCC2)cc1 | -6
O=C(c1cc2c(=O)oc3ccccc3c2s1)N1CCN(c2ncccn2)CC1 | -60
COc1ccc(-c2nc(-c3ccccc3OC)no2)cc1OC | 2

Going on with the list.
SMILES | GBA activity up
O=C(Cn1nc(-c2ccccc2)ccc1=O)NCc1ccc2c(c1)OCO2 | -8
COc1ccc2[nH]c(=O)c(CN(CC3CCCO3)C(=O)Nc3ccc(F)cc3)cc2c1 (stereo not given) | -4
CCOc1ccc2nc(SCC#N)c(C#N)cc2c1 | 4
COc1ccc(C(c2nnnn2C2CCCC2)N2CCC(C)CC2)c(OC)c1 (stereo not given) | -11
CCN(CC)S(=O)(=O)c1ccc(NC(=O)Cn2c(=O)sc3ccccc32)cc1 | -40
Cc1ccccc1-c1nnc(-c2ccc(Br)cc2)o1 | -32
COC(=O)c1[nH]c2cccc(Cl)c2c1NC(=O)CN(C)C1CCCCC1 | -5
c1ccc(-c2nc(CSc3nnc(-c4cccs4)o3)cs2)cc1 | -20
Cc1cc2cc(CCNC(=O)C(C)C)c(=O)[nH]c2cc1C | 7
CCCCNC(=O)Nc1cc(C(=O)OC)ccc1C | 2
O=C(c1ccc(Br)o1)N1CCN(c2ccccn2)CC1 | -4
CCCCCn1c(CN2CCCCC2C)nc2c1c(=O)n(C)c(=O)n2C (stereo not given) | -4
O=C(CCCCCN1C(=O)CCC1=O)NCc1ccccc1 | 2
CCOC(=O)c1cnc2nc(NCc3ccc(OC)c(OC)c3)[nH]n2c1=O | -38
CCN(Cc1cc2ccccc2[nH]c1=O)C(=O)C1CCCCC1 | -39
CCNS(=O)(=O)c1ccc(S(=O)(=O)N(Cc2ccccn2)C2CCCCC2)cc1 | -36
OCCNc1cc(-n2nc(-c3ccccc3)cc2-c2ccccc2)ncn1 | -8
Fc1ccccc1N1CCN(Cc2nc(-c3ccc(Cl)cc3Cl)no2)CC1 | 1
CCn1c(=N)c(C(N)=O)cc2c(=O)n3cccc(C)c3nc21 | -39
O=C(C1CCN(S(=O)(=O)c2cccc3nsnc23)CC1)N1CCc2ccccc21 | -37
COc1ccc(CCC(=O)NCc2ccco2)cc1 | -5
COc1ccc(S(=O)(=O)Nc2cc(C)c(O)cc2C(C)C)cc1 | -28
O=S(=O)(c1ccc(Oc2ccccc2)cc1)N1CCOCC1 | -2
COc1ccc(OC)c(Nc2cc(-c3ccccc3)nc(N)n2)c1 | -34
CCOC(=O)c1sc(NC(=O)c2c(C)nn(Cc3ccccc3)c2C)cc1C | 2

Next section.
SMILES | GBA activity up
O=c1[nH]c(N2CCOCC2)nc2ncn(Cc3ccccc3)c12 | -6
COc1ccc2nc3oc(C(=O)N4CCN(c5cccc(C(F)(F)F)c5)CC4)cc3cc2c1 | -26
C=CCNc1nc(NCCN2CCOCC2)nc(OC)n1 | 15
CC(C)(C)SCCNC(=O)c1ccc(NS(C)(=O)=O)cc1 | -1
CSc1nnc(-c2nnc(SC)n2-c2ccccc2)n1-c1ccccc1 | 11
O=C(C1CCCN(S(=O)(=O)c2cccc3nsnc23)C1)N1CCc2ccccc2C1 (stereo not given) | -6
O=C(c1nc2nc(-c3ccccc3)cc(C(F)(F)F)n2n1)N1CCOCC1 | -14
CS(=O)(=O)c1ccc(Cl)c(S(=O)(=O)NCc2ccccc2)c1 | -29
CCC(=O)N1CCc2cc(S(=O)(=O)CCC(=O)Nc3nc(C)cs3)ccc21 | 17
Cc1ccccc1-c1ccc(Nc2ccc(C(=O)N3CCOCC3)cc2)nn1 | -36
O=C(CCn1cccc1)Nc1ccccc1F | -1
CC(C)CCn1cnc2c1c(=O)n(C)c(=O)n2C | 3
CC(O)CN1C(=O)C(CC(=O)Nc2ccc(Cl)cc2)SC1=Nc1ccccc1 (stereo not given) | -3
CSCCc1nc(SCC(=O)Nc2nnc(C)s2)[nH]c1C | -37
N#CC1=C(N)S[C@H](C(=O)C23CC4CC(CC(C4)C2)C3)[C@H]1c1ccncc1 | -28
Cc1cc(C)c2cc(CN(CCO)C(c3nnnn3Cc3ccc(F)cc3)C(C)C)c(=O)[nH]c2c1 (stereo not given) | 27
COc1ccc2nc(NC(=O)C3CCN(S(=O)(=O)c4cccc5nsnc45)CC3)sc2c1 | -7
CCn1c(CNC(=O)c2cccc(C)c2)nnc1SCC(=O)Nc1cccc(OC)c1 | 0
O=C(Cn1nnc2ccccc21)NCc1ccccc1 | 23
c1ccc2oc(CCc3nc4ccccc4o3)nc2c1 | -11
COC(=O)Cn1cnc2c(C#N)c3n(c2c1=O)CCCCC3 | -11
Cc1cccc(N(C)S(=O)(=O)c2cccc3nsnc23)c1 | -7
Cc1cc2c(c(=O)n1CCCn1ccnc1)C(c1ccco1)C(C#N)=C(N)O2 (stereo not given) | -43
Cc1cnc(-c2nnc(N(C)C(=O)c3cnccn3)s2)cn1 | -9
O=C(Cc1coc(-c2ccc(F)cc2)n1)N1CCOCC1 | -18

Following part:
SMILES | GBA activity up
O=C(NC1CCCC1)C1CC1c1ccccc1 (stereo not given) | 5
CCc1ccccc1NC(=O)CSc1nnc([C@@H](N)Cc2ccccc2)o1 | 1
Cn1c(=O)c2cnc(N3CCOCC3)nc2n(C)c1=O | -6
CCCCc1c(O)nc(SCC(=O)Nc2ccc3c(c2)CCC3)[nH]c1=O | 3
COc1cc(OC)nc(NC(=O)CSc2nnc(-c3ccccc3)n2C2CCCCC2)n1 | -2
COc1ccc(CCNC(=O)COC(=O)c2cnc(C)cn2)cc1OC | -10
CC(=O)NC(=O)NC1OC(=O)C(Cl)=C1Cl (stereo not given) | 24
Cc1ccc(C)c(N2CCN(C(=O)CCS(=O)(=O)c3cccc4nonc34)CC2)c1 | -17
COc1ccc(C2C(C(=O)NCC3CCCO3)c3cc(OC)c(OC)cc3C(=O)N2C)cc1OC (stereo not given) | -5
O=C(CCc1ccc(S(=O)(=O)N2CCCCC2)cc1)c1nnc(-c2ccccc2)o1 | -7
O=C(Nc1ccccc1)N1CCn2c1nc1ccccc12 | -21
CC(=O)Nc1cccc(NC(=O)C2CCCN2C(=O)Nc2cccc(C)c2)c1 (stereo not given) | -10
COc1cc(NC(=O)CSc2nnnn2-c2ccccc2)cc(OC)c1OC | -27
Cc1ccc2c(c1)N(CC(=O)O)C(=O)CO2 | -7
O=C(Nc1nc(-c2ccccc2)cs1)C1CCCCN1S(=O)(=O)c1ccccc1 (stereo not given) | -13
Nc1ncnc2c1ncn2[C@@H]1O[C@H](CO)[C@@H](O)[C@H]1O | -7
CCCCNC(=O)NCC(=O)Nc1ccc(F)c(F)c1 | -21
COc1ccc(NC(=O)CN2CCC(n3c(C)nc4cc(F)ccc43)CC2)c(OC)c1 | 4
Cc1ccc(C2c3c(oc4ccccc4c3=O)C(=O)N2c2nnc(C)s2)o1 (stereo not given) | -5
O=c1c2cccnc2[nH]c(=S)n1CCC1=CCCCC1 | -24
CC(=O)c1c(N2CCN(c3cccc(Cl)c3)CC2)nc(=S)n(-c2ccccc2)c1C | -6
CC(C)OCCCn1c(-c2ccco2)nc2nc3ccccc3nc21 | 12
C=CCn1c(-c2cc(OC)c(OC)c(OC)c2)n[nH]c1=S | -7
COc1cccc(-c2nc(=S)c3c(n2CCCO)CCCC3)c1 | -8
Cn1c(NCc2cccc(Br)c2)nc2ccccc21 | -2

A draw from above in order of count of non-hydrogen atoms, highest first:
SMILES | GBA activity up
COc1ccc(C2C(C(=O)NCC3CCCO3)c3cc(OC)c(OC)cc3C(=O)N2C)cc1OC (stereo not given) | -5
COc1cc(OC)nc(NC(=O)CSc2nnc(-c3ccccc3)n2C2CCCCC2)n1 | -2
COc1ccc(NC(=O)CN2CCC(n3c(C)nc4cc(F)ccc43)CC2)c(OC)c1 | 4
O=C(CCc1ccc(S(=O)(=O)N2CCCCC2)cc1)c1nnc(-c2ccccc2)o1 | -7
CC(=O)Nc1cccc(NC(=O)C2CCCN2C(=O)Nc2cccc(C)c2)c1 (stereo not given) | -10
Cc1ccc(C2c3c(oc4ccccc4c3=O)C(=O)N2c2nnc(C)s2)o1 (stereo not given) | -5
COc1ccc(CCNC(=O)COC(=O)c2cnc(C)cn2)cc1OC | -10
COc1cccc(-c2nc(=S)c3c(n2CCCO)CCCC3)c1 | -8
C=CCn1c(-c2cc(OC)c(OC)c(OC)c2)n[nH]c1=S | -7
CCCCNC(=O)NCC(=O)Nc1ccc(F)c(F)c1 | -21
Nc1ncnc2c1ncn2[C@@H]1O[C@H](CO)[C@@H](O)[C@H]1O | -7
O=C(NC1CCCC1)C1CC1c1ccccc1 (stereo not given) | 5

The results go on:
SMILES | GBA activity up
COCCCn1c(Cc2csc(Nc3cccc(Cl)c3)n2)nnc1SCC(=O)OC | -8
COCCNC(=O)COC(=O)c1nsc(Cl)c1Cl | -16
CCCCC(=O)Nc1ccc(NC(=O)CC)cc1OC | -9
CC1=CC(=O)OC1Cc1ccncc1 (stereo not given) | -13
COc1cc(C(=O)Nc2nccs2)ccc1OCc1c(C)noc1C | 5
CCCn1c(SCC(N)=O)nnc1C(C)C | -5
Cc1sc2nc(SCC(=O)NCc3ccco3)n(CCc3ccccc3)c(=O)c2c1C | -77
Cc1ccccc1NC(=O)c1c(-c2ccccc2)noc1C | 8
CC1=C(C(=O)OC(C)C)C(/C=C/c2ccccc2)NC(=O)N1 (stereo not given) | -19
O=C(NCCCN1CCOCC1)c1coc2ccccc2c1=O | 4
CC(=O)c1cccc(NC(=O)C2CCN(S(=O)(=O)c3c(C)n[nH]c3C)CC2)c1 | 4
Cc1cc(NC(=O)CSc2nnc(C3CC3)n2C)no1 | -16
COc1ccc(C(=O)C2CCN(C(=O)c3ccco3)CC2)cc1 | -2
O=c1c2cc(Cl)ccc2nc2ccc(N3CCCC3)nn12 | -26
CC(=NCC1CCCO1)C1=C(O)CC(C)(C)CC1=O (stereo not given) | 3
CCC(C(=O)NC1CCCC1)N(C(=O)Cn1nnc(-c2ccc(OC)c(OC)c2)n1)C1CCCCC1 (stereo not given) | -7
Cc1nc(SCC(=O)Nn2c(-c3ccccc3)nc3ccccc3c2=O)n[nH]1 | -1
COC(=O)c1ccccc1CCC(C)=O | -7
Cc1ccc(-n2c(SCC3CCCCO3)nnc2-c2ccco2)cc1 (stereo not given) | -11
COc1ccc(-c2cc3ccccc3n2CC(O)CNC(CO)(CO)CO)cc1 (stereo not given) | 15
COc1ccc(OC)c(CNC(=O)C2CCCN(c3nc4ccccc4o3)C2)c1 (stereo not given) | -17
CCOC(=O)CCNC(=O)c1ccccc1Br | -5
O=C(Cn1c(=O)[nH]n(-c2ccccc2)c1=O)N1CCCc2ccccc21 | -9
Cn1nc(CC(=O)Nc2ccc3c(c2)CCC3)c2ccccc2c1=O | 13
Cn1c(=O)n(C)c2cc(NC(=O)CSc3nnc(-c4ccccc4O)n3-c3ccccc3)ccc21 | -6

Molecules listed so far that contain a COOH group (2):
SMILES | GBA activity up
O=C(O)CCc1ccc(-c2cccs2)n1Cc1ccco1 | -57
Cc1ccc2c(c1)N(CC(=O)O)C(=O)CO2 | -7

(more compounds)
SMILES | GBA activity up
CCC(=O)Nc1cccc(NC(=O)CSc2nnnn2C)c1 | -14
CC(=O)Nc1cc2nn(-c3ccccc3)nc2cc1Cl | -30
Cc1ccc(NC(=O)C2CCCN2C(=O)Oc2ccccc2)cc1 (stereo not given) | -63
CSc1nc(C)c(Cl)c(C)c1C#N | -18
CC(C)CCNC(=O)CCn1nc(-c2ccccc2)ccc1=O | -24
COc1cccc(-n2c(SCC(=O)Nc3cc(C)on3)nc3ccccc3c2=O)c1 | 9
O=C(NCC(c1cccnc1)N1CCOCC1)c1cccs1 (stereo not given) | -9
Cc1[nH]n2c(=O)cc(C(C)(C)C)nc2c1-c1ccccc1 | -2
Cc1cccc2cc3c(NC(=O)C(C)C)nn(C)c3nc12 | -9
Cc1nn2c3ccccc3nc2n(Cc2ccccc2)c1=O | 23
Cc1nc2ccccn2c1C(=O)NC1CCCCC1 | -10
COc1ccc(-c2noc(COc3ccc4ccccc4c3Br)n2)cc1OC | -33
Cc1ccc(F)cc1NC(=O)c1cccc(N(C)C)c1 | 6
Cc1nn(C)c(C)c1Sc1ccc(Br)cc1 | -12
O=C(Nc1cccc(F)c1)Nc1ccccn1 | -16

Assay outcomes: PubChem, The Scripps Research Institute Molecular Screening Center
